High-throughput results: PubChem, several laboratories
MBD2 DNA inh: inhibitors of MBD2 binding to methylated DNA, primary screen, biochemical, TR-FRET, DNA-binding domain, human. 370,000 tested, 0.31% active. MBD2 binding to methylated oligonucleotide. inhibition, % at 4.4 µM. Methyl-CpG-binding domain protein 2 (Homo sapiens), Q9UBB5; in the data active = inhibition above about 13%
HTRA1 inh: HTRA1 serine protease inhibitors, primary screen, biochemical, fluorescence polarization, HTS. AID 504803, 2011. recombinant HTRA1, FP-rhodamine activity-based probe. 340,000 tested, 0.5% active. inhibition, % at 5.96 µM. Q92743; in the data active = inhibition above about 36%;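 also: 0% = enzyme with DMSO and 100% = wells lacking enzyme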
rCAG RNA binder: binders of r(CAG) RNA repeats, primary screen, biochemical, fluorescence; r(CAG) RNA repeat, TO-PRO-1 dye displacement fluorescence; 370,000 tested, 1.3% active; inhibition, % at 3 µM;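 active = inhibition above the plate cutoff, the mean of all test compounds on that plate plus 3 SD, cut at about 35% in these data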;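 also: 0% = DMSO alone and 100% = 100 µM mitoxantrone as full dye displacement; higher means more dye released from RNA so lower well fluorescence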
mABHD4 FP: ABHD4 inhibitors, primary screen, biochemical, fluorescence polarization, mouse | (Lyso)-N-acylphosphatidylethanolamine lipase (Mus musculus), Q8VD66 | purified mABHD4, FP-Rh probe fluorescence polarization | inhibition, % at 8.92 µM | 370,000 tested, 0.54% active | AID 720543, 2013;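 active = inhibition exceeding the mean over every tested compound plus 3 SD, cut at about 30% in these data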;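 also: 0% = plate median of compound wells and 100% = S159A mutant with DMSO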
Target sequence (Q8VD66 whole entry, looked up): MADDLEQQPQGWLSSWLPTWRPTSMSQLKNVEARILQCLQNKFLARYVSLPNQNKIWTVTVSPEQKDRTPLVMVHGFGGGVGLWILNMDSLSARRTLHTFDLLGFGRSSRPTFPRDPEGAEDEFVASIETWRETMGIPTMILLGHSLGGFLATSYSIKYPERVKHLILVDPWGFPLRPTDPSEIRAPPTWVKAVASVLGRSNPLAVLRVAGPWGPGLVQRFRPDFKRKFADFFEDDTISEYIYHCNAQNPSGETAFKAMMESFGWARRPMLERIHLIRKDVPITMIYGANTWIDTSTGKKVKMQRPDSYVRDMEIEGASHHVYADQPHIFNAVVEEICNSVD
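Assay system: wild-type mouse ABHD4 protein; compound: single nominal dose of 8.92 µM, 0.89% DMSO final; schedule: 45 min + 60 min at 25 °C; measured by: FP readout, ex 525 nm / em 598 nm; evaluation: % inhibition of FP-Rh probe binding versus controls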
TCR CD3 inh: inhibitors of human TCR-CD3 interaction, primary screen, biochemical, fluorescence, TAMRA-labeled TCR probe; T-cell receptor (TCR); inhibition, % at 9.4 µM; 360,000 tested, 0.37% active; AID 651800, 2012; in the data active = inhibition above about 19%;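 also: recombinant mutant TCR 2C K166C tagged with TAMRA read by polarization; 0% = receptor in buffer alone and 100% = receptor with positive control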
Rev-erbA mod: modulators of Rev-erb alpha DNA binding, primary screen, biochemical, FITC-DNA, fluorescence polarization, uHTS | AID 1259318, 2017 | Rev-erbα–FITC-DNA binding, 90 min | Nuclear receptor subfamily 1 group D member 1 (Homo sapiens), P20393 | activity, % at 10 µM | 370,000 tested, 0.79% active;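 active = activity above about 14%, limit read from the data; passing the limit was not always enough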;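 also: 0% = DMSO wells with 35 nM protein and 100% = DMSO wells with 750 nM protein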
LEDGF integ inh: blockers of LEDGF/p75-dependent integrase strand transfer – biochemical, TR-FRET, high throughput, primary screen; 370,000 tested, 0.64% active; HIV-1 integrase (with human LEDGF/p75); TR-FRET IN-LEDGF/p75 DNA integration, Eu/Cy5; inhibition, % at 3.7 µM;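 active = inhibition above the screen-wide mean plus 3 SD, cut at about 13% in these data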;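 also: signal is the Cy5 over europium emission ratio at 671 and 618 nm; 0% = plate median of compound wells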
UHRF1 binding: UHRF1 methylated DNA binding inhibitors, primary screen, counter-screen for MBD2 inhibitor project, biochemical, TR-FRET, human UHRF1, single concentration | 370,000 tested, 0.75% active | UHRF1 binding to methylated oligo | inhibition, % at 4.4 µM | E3 ubiquitin-protein ligase UHRF1 (Homo sapiens), Q96T88; in the data active = inhibition above about 21%;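 also: UHRF1 SRA domain binding a hemimethylated CpG hairpin DNA probe; 0% = median of test compound wells and 100% = reference inhibitor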
PG9 Ab binder: binders of HIV-1 gp120 antibody PG9, primary screen, biochemical, TR-FRET. HIV-1 gp120 / PG9 antibody interaction. TR-FRET gp120-PG9 antibody binding. inhibition, % at 6.7 µM. 360,000 tested, 0.43% active. AID 624416, 2012; in the data active = inhibition above about 8.5%
PRMT1 FP inh: PRMT1 methyltransferase inhibitors, primary screen, biochemical, fluorescence polarization; Protein arginine N-methyltransferase 1 (Homo sapiens), Q99873; recombinant PRMT1, activity-based probe fluorescence polarization; inhibition, % at 2.79 µM; 370,000 tested, 1.3% active; AID 652257, 2013;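 active = inhibition above about 21% made by adding two undisclosed values, limit read from the data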
Target sequence (Q99873 whole entry, looked up): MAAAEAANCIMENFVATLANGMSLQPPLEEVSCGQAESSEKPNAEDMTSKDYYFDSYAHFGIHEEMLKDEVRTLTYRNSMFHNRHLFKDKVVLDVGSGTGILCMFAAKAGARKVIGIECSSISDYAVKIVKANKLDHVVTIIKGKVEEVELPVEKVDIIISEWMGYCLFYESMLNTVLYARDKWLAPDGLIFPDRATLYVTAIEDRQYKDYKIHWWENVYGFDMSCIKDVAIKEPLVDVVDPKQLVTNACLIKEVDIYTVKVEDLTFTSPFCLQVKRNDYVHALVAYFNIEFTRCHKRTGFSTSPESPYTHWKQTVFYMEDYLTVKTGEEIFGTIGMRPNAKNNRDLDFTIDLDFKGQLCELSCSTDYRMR
Numbers without * were called inactive; · = no result given.

SMILES	MBD2 DNA inh	HTRA1 inh	rCAG RNA binder	mABHD4 FP	TCR CD3 inh	Rev-erbA mod	LEDGF integ inh	UHRF1 binding	PG9 Ab binder	PRMT1 FP inh
Cc1noc(C)c1-c1nc(CS(=O)(=O)c2ccccc2)no1	2.5	9.1	-0.8	-2.3	6.1	-1.8	-0.5	-0.1	0.1	-3.0
CCOC(=O)c1c(C)[nH]c(C(=O)NCC(c2ccco2)N2CCCCC2)c1C (stereo unspecified)	0.1	3.0	2.0	-0.2	1.9	4.3	-2.8	-1.4	1.5	-0.1
CCNC(=S)N/N=C/c1cn(Cc2ccc(F)cc2)c2ccccc12	-1.9	2.8	8.2	3.2	0.7	-0.2	-2.0	-1.0	-1.8	-0.4
CCCCOCCCNC(=S)Nc1ccc(S(=O)(=O)N2CCOCC2)cc1	-7.0	-0.8	2.0	-9.8	1.6	8.1	3.0	0.7	0.5	-3.5
CCCc1[nH][nH]c(=O)c1C(c1cccc(Cl)c1)C(C#N)C#N (stereo unspecified)	0.7	-9.0	-1.4	-3.7	2.2	-0.8	-4.5	-2.8	0.3	0.3
COc1ccc2cc(CO)c(Cl)nc2c1	0.3	-2.5	1.5	-0.5	-5.2	2.6	2.5	2.4	-1.1	0.6
CCc1nn(CC(=O)NCCc2ccc(Cl)cc2)c(=O)c2cccn12	-4.8	-2.6	-3.8	1.7	11.4	6.6	1.2	-0.8	0.5	-3.0
CCN1C(=O)C(CC(=O)Nc2c(C)cccc2C)Nc2cc(S(=O)(=O)N(C)C)ccc21 (stereo unspecified)	0.4	-3.5	0.7	0.7	7.9	4.5	2.4	2.2	0.9	-1.5
CCOc1ccc(S(=O)(=O)N(C)c2ccc(OCC(=O)NCC3CCCCC3)cc2)cc1	0.2	-48.5	3.3	3.3	9.0	2.9	-3.4	1.1	0.4	-4.3
COc1ccc(CC(=O)NC(C)c2ccc(S(N)(=O)=O)cc2)cc1S(=O)(=O)N1CCOCC1 (stereo unspecified)	-5.0	1.5	3.1	-0.1	5.7	-9.9	-0.2	-4.2	-0.7	-1.4
COc1ccc(-c2noc(CCC(=O)N3CCC(c4cc(C)ccc4C)CC3)n2)cc1	-1.0	-43.6	3.9	1.4	5.6	0.7	1.3	-0.1	-0.6	0.7
COc1cc(CN2CCC(n3nccc3NC(=O)C3CC3)CC2)cc(OC)c1	-2.1	-3.7	-3.2	4.6	3.7	5.8	1.3	-0.4	-2.5	-1.0
O=C(O)c1cc(C(F)(F)F)nc2ccccc12	1.9	-0.6	0.5	7.6	9.4	-2.2	-0.8	-1.1	-0.1	0.9
O=C(OCC#CCSc1nnc(-c2cccc3ccccc23)o1)c1ccc(Br)cc1	2.5	4.5	4.5	3.5	-4.9	-2.1	-1.3	10.1	1.1	-0.3
Cc1cc(C)n(-c2ccc(C(=O)N3CCN(S(=O)(=O)c4ccc(OC(F)(F)F)cc4)CC3)cc2)n1	-6.3	-3.2	-3.5	0.3	2.5	-1.4	-0.4	-1.7	-2.8	0.1
O=S(=O)(c1cccc(F)c1)N1CCCN(c2ccc(C(F)(F)F)cn2)CC1	-1.7	·	-6.1	-0.4	-1.4	5.3	2.9	-0.6	-2.6	-3.1
Cc1ccccc1C(=O)Oc1ccccc1C(=O)N1CCOCC1	-0.5	1.4	-5.0	9.0	-3.3	-4.3	-1.5	1.2	-2.0	1.5
CC(C)C[C@H](NC1(C(=O)NC2CCCCC2)CCCCC1)C(=O)NCC(c1ccccc1)c1ccccc1	0.2	·	·	-0.1	·	-3.1	-1.2	-0.3	·	-2.2
CCC(=O)N1CCc2cc(S(=O)(=O)NC(C(=O)NCc3ccc(F)cc3)C(C)C)ccc21 (stereo unspecified)	-3.2	3.8	-4.3	5.0	-5.7	1.7	-1.7	-1.4	-3.2	-1.8
CCc1nc(SCC(=O)NCCc2ccccc2)c2oc3ccccc3c2n1	0.3	-4.5	-3.3	-0.7	1.3	62.2*	-2.0	-1.7	-2.6	0.6
CCCOc1ccc(C(=O)CCC(=O)NNC(=O)c2ccncc2)cc1	-0.1	-2.6	-1.3	4.4	-5.8	3.4	5.3	0.2	-0.1	-3.9
O=C(c1[nH]ncc1-c1ccc(Cl)cc1)C1CO1 (stereo unspecified)	-2.0	·	-0.2	-3.7	1.1	-7.8	-4.0	-4.2	-1.7	-3.1
CC(=O)c1ccc(S(=O)(=O)NCCC(=O)OC(C)C(=O)Nc2ccc(F)cc2)cc1 (stereo unspecified)	1.9	1.1	2.3	1.5	4.4	-0.2	0.8	0.2	-1.1	1.2
Cc1[nH]c2ccc(C(=O)NCCCN(C)C3CCCCC3)cc2c1C	3.2	1.6	2.8	-6.5	-0.9	-0.5	2.2	4.5	1.3	-5.0
Cc1cc(C)c(NC(=O)COC(=O)c2cccc3c2C(=O)c2ccccc2C3=O)c(C)c1	0.4	1.4	8.5	11.1	1.0	5.8	-2.1	0.7	-1.1	1.1
Cc1ccc(N=C2C(=O)Nc3c(C)cccc32)cc1	-14.5	1.5	-0.5	5.8	-3.7	6.1	-0.6	-13.4	-1.1	-3.2
COc1cc(OC)cc(C(=O)N(Cc2ccco2)c2c(N)n(Cc3ccccc3)c(=O)[nH]c2=O)c1	0.7	5.9	4.6	13.1	3.1	17.5*	3.5	2.4	-1.6	1.5
COc1ccc(N2CCN(C(=O)CCS(=O)(=O)c3ccc4c(c3)CCN4C(=O)C3CC3)CC2)cc1	3.9	-1.0	0.5	-7.0	-0.3	-2.2	2.3	5.8	-0.9	-5.7
Cc1ccc(-n2nnc3c(=O)n(CC(=O)N4CCOCC4)cnc32)cc1	-0.3	-4.0	-0.5	-4.1	3.5	2.2	-1.0	12.2	0.4	0.2
CCCn1c(=N)n(CCOc2ccc(OC)cc2)c2ccccc21	-0.8	0.7	10.3	5.4	1.1	0.8	-1.2	1.5	1.1	-3.3
Cc1cnc(NC(=O)Cc2ccc(Br)cc2)s1	-3.9	-10.0	4.7	-1.4	-4.1	-1.0	-2.5	1.5	1.0	2.6
CCC/C=C/c1ccc(CN2C(CC(C)C)C(=O)N(Cc3cn(Cc4ccco4)nn3)CCS2(=O)=O)cc1 (stereo unspecified)	-5.9	-45.3	17.8	-20.4	2.7	1.4	4.5	-0.7	0.4	4.3
CCCCOc1ccc(C(=O)N=c2sccn2C)cc1OC	-5.7	-6.1	-3.5	-2.2	6.6	6.8	0.1	-4.1	2.8	-5.9
CCOC(=O)N1CCN(C(c2ccc(C(C)C)cc2)c2sc3nc(C)nn3c2O)CC1 (stereo unspecified)	-0.5	1.3	-0.3	1.0	1.5	1.6	1.3	1.5	0.2	-2.9
O=C(O)CC12CC3CC(C1)CC(n1ncc(NCc4ccc(F)cc4Cl)c(Cl)c1=O)(C3)C2	-1.0	3.9	4.7	6.8	1.1	2.9	4.3	-3.6	-1.0	-1.0
CN(C)C(=O)/C(=C/c1cn(-c2ccccc2)nc1-c1cccc([N+](=O)[O-])c1)NC(=O)c1ccccc1	-2.4	-2.3	0.9	5.2	5.4	-0.5	-3.4	-2.3	-1.1	-0.3
S=c1[nH]nc(CSCCOc2ccccc2)o1	0.3	4.6	0.8	0.0	-4.6	0.6	-1.6	-0.8	1.4	1.6
C/C(=N/N=C/c1ccccc1O)c1ccccc1O	-5.2	-1.2	-3.3	1.6	10.2	21.8	-1.1	-1.1	0.8	2.4
COc1cc(NC(=O)COC(=O)Cn2cnc3c2c(=O)n(C)c(=O)n3C)cc(OC)c1	-6.1	-9.9	-1.1	3.2	5.3	-0.9	6.3	-0.5	0.4	0.8
O=C(CO)N/N=C/c1cccc(Cl)c1Cl	3.0	0.8	-1.7	2.7	-7.8	5.4	-4.7	1.8	-1.2	1.8
Cc1cc(C)nc(SCC(=O)c2ccc([N+](=O)[O-])cc2)n1	-5.8	-5.6	3.6	2.6	0.9	1.8	-0.1	2.6	1.7	37.0*
Cc1c(Cl)c([N+](=O)[O-])nn1CC(=O)N1CCCC1	2.2	3.4	-0.7	-4.7	5.2	-1.9	1.1	0.3	-1.7	-4.1
CC1(C)CC[C@]2(C(=O)O)CC[C@]3(C)C(=CC[C@@H]4[C@@]5(C)CC[C@H](O)C(C)(C)[C@@H]5CC[C@]43C)[C@@H]2C1	4.0	-6.9	3.0	5.1	-1.4	-1.4	-1.0	4.3	-1.3	1.3
Cc1ccccc1N1CCN(CC(=O)Nc2nccs2)CC1	3.8	9.1	-10.3	-5.9	-0.3	6.2	-3.3	0.9	0.0	-2.0
O=C(N=C1SC2CS(=O)(=O)CC2N1Cc1ccc(F)cc1)C1CC1 (stereo unspecified)	0.8	3.2	-2.7	6.7	4.8	-1.1	-0.9	0.5	0.1	2.5
O=C(O)c1ccc(Cl)c(S(=O)(=O)Nc2ccc(S(=O)(=O)N3CCCC3)cc2)c1	5.5	2.7	5.3	-1.4	5.2	2.9	-0.9	1.2	-1.6	0.0
CCc1nnc(NC(=O)CSc2nc(-c3ccccc3)cc(-c3ccc(OC)cc3)c2C#N)s1	-1.4	-0.8	2.1	3.2	9.8	47.9*	0.8	2.4	-0.9	-0.9
Cc1cccc(C)c1NC(=O)C(C)N1CCCCC1 (stereo unspecified)	-4.3	-3.5	-1.4	8.5	-1.0	3.4	4.2	-1.2	0.1	-5.7

Gathered by group: the entries above containing bromine (2)
SMILES	MBD2 DNA inh	HTRA1 inh	rCAG RNA binder	mABHD4 FP	TCR CD3 inh	Rev-erbA mod	LEDGF integ inh	UHRF1 binding	PG9 Ab binder	PRMT1 FP inh
O=C(OCC#CCSc1nnc(-c2cccc3ccccc23)o1)c1ccc(Br)cc1	2.5	4.5	4.5	3.5	-4.9	-2.1	-1.3	10.1	1.1	-0.3
Cc1cnc(NC(=O)Cc2ccc(Br)cc2)s1	-3.9	-10.0	4.7	-1.4	-4.1	-1.0	-2.5	1.5	1.0	2.6

Carrying on:
SMILES	MBD2 DNA inh	HTRA1 inh	rCAG RNA binder	mABHD4 FP	TCR CD3 inh	Rev-erbA mod	LEDGF integ inh	UHRF1 binding	PG9 Ab binder	PRMT1 FP inh
CC1CN(C(=O)Cn2cc(SCC(=O)N3CCOCC3)c3ccccc32)CC(C)O1 (stereo unspecified)	0.4	6.6	-4.8	6.2	-5.7	-4.0	4.0	2.3	-1.1	1.3
COc1ccc(NC(=O)c2ccc(Br)o2)cc1	-1.9	0.1	0.0	11.7	-7.7	-2.6	2.6	2.6	0.6	1.5
CC(=O)Nc1cccc2c1C(=O)N(c1ccccc1OC(C)=O)C2=O	-1.4	-1.1	-3.8	2.0	0.4	0.2	-1.1	-2.2	-1.3	0.7
CN(C)S(=O)(=O)c1ccc(C(=O)Nc2nnc(SCc3cccc4ccccc34)s2)cc1	9.3	-3.7	8.3	-9.0	2.0	-1.5	3.4	0.8	1.0	2.2

Some of the compounds tested, so the mix of outcomes need not match the whole.
